# aDG glyco up: alpha-DG glycosylation activation; Pro5-aDG cells, alpha-DG glycosylation AlphaScreen (IIH6); 0% Pro5, 100% B10-LARGE cell signal; 360,000 tested, 0.22% active; activation, % at 10 µM;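 active = activation of at least 8% versus controls, or a plate z-score of at least 8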;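 also: Pro5 are CHO cells carrying HIG-tagged alpha-DG that lacks glycosylation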
# Glyco luc inh: N-linked glycosylation inhibition; D54 ERlucT glycosylation luciferase reporter, 24 h; percent of 100 nM tunicamycin response; reporter increase, % at 12.5 µM; 360,000 tested, 0.23% active; AID 588692;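 active = mean luciferase reporter signal, scaled so untreated is 0 and the glycosylation-blocking control 100, at or above a set limit in every replicate; inconclusive = mean reaches the limit but not every replicate does; inactive = mean below the limit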;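 also: luciferase carries N-glycosylation sites so blocking glycosylation raises the light; 0% = median of neutral control wells and 100% = median of 100 nM tunicamycin wells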
# MC4R ag barr: agonists of human melanocortin 4 receptor (MC4R) beta-arrestin; activation, % at 8.9 µM; 360,000 tested, 0.98% active; AID 540308; U2OS MC4R beta-arrestin complementation, luminescence; percent of melanotan II response, DMSO zero; P32245;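 active = activation above a per-plate cutoff, the mean activation of sample wells on that plate plus 3 SD, cut at about 8% in these data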
# Target sequence (P32245 whole entry, looked up): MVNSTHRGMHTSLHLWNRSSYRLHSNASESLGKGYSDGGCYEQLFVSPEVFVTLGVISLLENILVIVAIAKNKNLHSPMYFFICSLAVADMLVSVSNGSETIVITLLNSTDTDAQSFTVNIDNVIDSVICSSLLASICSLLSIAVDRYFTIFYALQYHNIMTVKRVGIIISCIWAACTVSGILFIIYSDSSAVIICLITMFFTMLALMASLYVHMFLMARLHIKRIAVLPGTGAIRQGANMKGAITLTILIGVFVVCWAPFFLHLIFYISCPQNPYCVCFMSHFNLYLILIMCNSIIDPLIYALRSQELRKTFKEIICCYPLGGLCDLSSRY
# Exocytosis inh: blocks lytic granule exocytosis; TALL-104 LAMP-1 surface exposure, flow cytometry; cells stimulated with thapsigargin and PMA; inhibition, % at 10 µM; 360,000 tested, 0.66% active; AID 651702;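 active = inhibition above about 55%, limit read from the data; inconclusive = no clear call, values can overlap the other calls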
# Vif imaging: inhibitors of HIV Vif. HEK293T cells, Vif self-association by quenched fluorescence, imaging, 24 h. inhibition, % at 7.49 µM. 340,000 tested, 0.35% active; in the data active = inhibition above about 50%, passing the limit was not always enough; inconclusive = no clear call, values can overlap the other calls; inactive = below about 31%; also: some results filed as inactive read as strong as hits
# ABCB6 inh MLPCN: blocks the human ABCB6 transporter | Q9NP58 | K562-ABCB6 porphyrin accumulation, flow cytometry, 1 h; active compounds read low | fluorescence ratio to DMSO, % at 10 µM | 360,000 tested, 0.19% active | AID 602162;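 active = fluorescence ratio to DMSO below 75%, the collection mean minus 3 SD; inconclusive = too few cells collected in the well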;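 also: signal is porphyrin accumulated inside mitochondria; 100% equals median channel fluorescence of DMSO control wells; lower ratio means ABCB6 inhibition with less porphyrin fluorescence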
# ABHD5-PLIN5 inh: blocks binding of human ABHD5 to perilipin-5. Split G. princeps luciferase complementation, luminescence, 4 h. inhibition, % at 4 µM. 360,000 tested, 0.78% active. AID 602281;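 active = inhibition above the mean inhibition across every tested compound plus 3 SD, cut at about 22% in these data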;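 also: 0% = DMSO only wells and the 100% control is not disclosed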
# MC4R antag cAMP: human MC4R antagonism in cAMP assay; MC4R-expressing cells, MTII-stimulated cAMP, LANCE TR-FRET; AID 540295; inhibition, % at 6.5 µM; 360,000 tested, 0.48% active;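 active = inhibition above its plate's cutoff, the mean of tested wells on that plate plus 3 SD, cut at about 29% in these data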;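 also: 0% = Melanotan II alone and 100% = Melanotan II plus saturating MCL0020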
#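 Assay system: human MC4R-expressing U2OS cells; reagent: Melanotan II stimulation of cells; dosing: 6.5 µM single dose; timing: compound 30 min, challenge 1 h, detection 1 h; signal: TR-FRET cAMP assay; replicates: one well per compound, no replicates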
# NOD2-RIPK2 inh: inhibitors of human NOD2-RIPK2 interaction; AID 624267; O43353; CHO BLA complementation NOD2-RIPK2, CCF4 ratio; 360,000 tested, 0.38% active; inhibition, % at 4.98 µM; in the data active = inhibition above about 21%;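 also: 0% = vehicle only and 100% = reference blocker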
# Target sequence (O43353 whole entry, looked up): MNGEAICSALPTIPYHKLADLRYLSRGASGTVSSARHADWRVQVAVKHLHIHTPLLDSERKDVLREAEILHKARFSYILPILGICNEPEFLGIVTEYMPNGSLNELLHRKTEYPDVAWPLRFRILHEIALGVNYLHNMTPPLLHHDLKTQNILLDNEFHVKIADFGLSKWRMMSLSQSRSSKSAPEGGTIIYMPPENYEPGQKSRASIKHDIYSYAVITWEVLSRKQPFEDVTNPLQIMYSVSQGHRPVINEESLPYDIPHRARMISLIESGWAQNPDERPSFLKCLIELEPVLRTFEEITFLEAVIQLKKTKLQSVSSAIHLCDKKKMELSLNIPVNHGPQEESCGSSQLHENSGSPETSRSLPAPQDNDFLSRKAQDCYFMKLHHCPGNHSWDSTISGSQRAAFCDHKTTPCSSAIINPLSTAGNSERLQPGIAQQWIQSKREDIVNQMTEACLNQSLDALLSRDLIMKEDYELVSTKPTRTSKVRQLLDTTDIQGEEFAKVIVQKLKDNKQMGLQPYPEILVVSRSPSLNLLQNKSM
# TLR9-MyD88 inh: blocks human TLR9 binding to MyD88 | CHO BLA complementation TLR9-MyD88, CCF4 FRET ratio | inhibition, % at 4.98 µM | 340,000 tested, 0.21% active | AID 504734;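 active = inhibition above the mean over all tested compounds plus 3 SD, cut at about 21% in these data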;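 also: 0% = DMSO only wells and 100% = clavulanate BLA inhibitor control wells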
# The depositor's hits bear a star; u = inconclusive; x = not tested or not shown. An excerpt. The share of hits here may be higher or lower than overall.
SMILES,aDG glyco up,Glyco luc inh,MC4R ag barr,Exocytosis inh,Vif imaging,ABCB6 inh MLPCN,ABHD5-PLIN5 inh,MC4R antag cAMP,NOD2-RIPK2 inh,TLR9-MyD88 inh
C=CCN1N=C(/C=C/c2ccc(C)cc2)CCC1=O,-0.1,2,0.0,-8,15,103,-2,10,-8,-6
CCC(C)N(C(=O)COc1ccccc1C#N)C1CCS(=O)(=O)C1 (configuration not stated),0.0,1,-3.4,2,2,94,-6,11,-4,2
Cc1ccc(NC(=O)COC(=O)Cc2cccs2)c(Br)c1,-0.2,2,2.8,-4,x,100,6,2,-12,-1
Cc1ccccc1N=C1NN=C(c2ccccc2F)CS1,-0.1,-12,-1.2,3,-6,100,-9,-2,-2,-14
COc1ccc(C2C(C(=O)c3sc(C)nc3C)=C(O)C(=O)N2CCN(C)C)cc1 (configuration not stated),-0.3,0,-1.0,3,9,100,7,5,7,-9
CCOC(=O)c1ccc(Nc2nc(N3CCOCC3)nc(N3CCOCC3)n2)cc1,0.0,0,-3.4,0,-7,95,5,9,-6,-20
CCOC(=O)N1CCC(Nc2c(NCCCN3CCN(c4ccc(OC)cc4)CC3)c(=O)c2=O)CC1,-0.2,0,0.0,-7,4,102,-1,13,-4,2
CCOc1ccc(S(=O)(=O)N/N=C(\C)C2CCCCC2)cc1,0.0,1,0.7,-1,2,99,1,10,-8,-24
COCCNC(=S)Nc1ccc(N2CCOCC2)c(S(=O)(=O)Nc2ccccc2OC)c1,-0.1,0,-1.2,-2,-2,93,-3,-4,-7,-1
COCCN(CC(=O)Nc1cccc(C)c1C)C(=O)Cn1cnc2ccccc2c1=O,0.4,1,-3.0,3,-1,98,0,-2,-10,-6
COc1ccc2c(c1)c(=O)c(Br)c(C)n2Cc1ccccc1,0.0,-2,2.6,-5,7,107,-3,11,-1,-5
CCN(CC)c1ccc(C(=O)OCC(=O)N2CCN(c3ccccc3)CC2)cc1,-0.4,0,8.2,-6,-17,105,3,8,-1,0
CN1C(=O)/C(=C/c2ccccc2OCc2ccc(F)cc2)N(C)C1=S,-0.4,-4,-2.5,6,-2,98,3,3,-1,4
COc1cc(CNC(=O)Nc2cccn3nc(COCCO)nc23)cc(OC)c1OC,-0.4,0,1.7,0,x,100,2,7,1,x
COc1cccc(C(=O)NCC(c2ccco2)N2CCOCC2)c1 (configuration not stated),0.5,1,-3.4,3,4,104,0,1,-4,-7
COc1ccc(Cc2nc(-c3ccc(-n4cccc4)cc3)no2)cc1OC,0.3,-3,-0.5,2,-6,94,-4,7,5,5
CNC(=O)CN(Cc1ccccc1)S(=O)(=O)c1ccc(Cl)cc1,0.0,0,-1.9,-2,1,98,-7,2,12,6
CC(=O)c1sc(N/N=C/c2ccc(C(C)C)cc2)nc1C,0.3,0,3.3,0,-3,97,-4,-3,-4,7
O=C(O)c1cc2cc(F)ccc2[nH]1,0.0,0,0.2,-4,-3,105,-8,-1,-9,-11
Cc1cccc(C(=O)OCC(=O)N(CC(C)C)c2c(N)n(Cc3ccccc3)c(=O)[nH]c2=O)c1O,0.0,-1,-5.2,-2,-1,99,1,1,-6,1
CCOc1ccc(N(C(=O)c2snc(C(N)=O)c2N)C(C(=O)NC2CCCC2)C(C)C)cc1 (configuration not stated),0.0,-3,0.1,4,-6,88,-9,4,-2,5
Cc1ccccc1-n1nc2c(c1NC(=O)c1c(-c3ccccc3Cl)noc1C)CS(=O)(=O)C2,-0.3,0,-1.9,1,1,99,3,-1,-1,4
Cc1cc(OC(=O)c2ccc(S(=O)(=O)N3CCCC3)cc2)c([N+](=O)[O-])c(=O)[nH]1,0.2,2,-0.5,5,0,103,4,5,-15,1
COc1cccc(N2CCN(C(=O)c3cccn4c(=O)c5c(C)c(C)sc5nc34)CC2)c1,0.3,-1,2.2,-1,4,100,11,0,-7,10
COc1cccc(C(=O)CC(=O)C(=O)Nc2ccc([N+](=O)[O-])cc2C)c1,0.1,2,-1.2,18,-12,100,-3,4,1,-2
O=C(CN=C1NC(=O)C(c2ccccc2)(c2ccccc2)N1)NCc1ccc(F)cc1,-0.1,-2,1.3,-3,-1,104,4,-1,-5,-9
CN1CCN(c2ccc(CNC(=O)C3Cc4c(-c5ccccc5Oc5ccccc5)ccnc4O3)cc2)CC1 (configuration not stated),5.1,5,0.0,29,-7,97,7,9,11,x
COc1ccc(-c2noc(CCC(=O)NCCN3CCN(c4ccccc4F)CC3)n2)cc1,1.4,-3,-1.5,-2,-10,90,0,1,0,-4
COc1ccc(Br)cc1C1Nc2ccccc2C(=O)N1NC(=O)c1ccncc1 (configuration not stated),-0.3,3,-1.1,0,9,98,-1,3,-7,3
Cc1ccccc1-c1n[nH]c(=S)n1/N=C/c1c(C)nn(-c2ccccc2)c1C,0.4,-6,-2.2,-1,-4,97,-13,2,-5,-6
CCCC(C)C(=O)Nc1ccc(C(N)=O)cc1 (configuration not stated),-0.3,1,0.8,-1,-5,92,-6,9,-1,-4
COc1ccc2[nH]c3c(c2c1)CCN1C(=O)C(CC(=O)NCCN2CCOCC2)C[C@H](C(=O)N2CCOCC2)[C@@]31CCC1CCCC1 (some centres not stated),0.3,-1,-1.8,-2,x,98,5,4,-4,-7
C/C(CCC1CC(C)OC1=O)=N\NC(N)=O (configuration not stated),0.0,-1,5.5,4,3,99,1,10,1,x
CC(N=Cc1nc(-c2ccccc2)oc1O)c1ccccc1 (configuration not stated),0.0,-1,1.5,-2,5,95,4,-7,-2,0
CCc1ccc(CNC(=O)C2CCCN(S(=O)(=O)N3CC(C)CC(C)C3)C2)cc1 (configuration not stated),0.3,-3,7.4,-3,15,100,-7,-1,6,3
O=C(N/C(=C/c1ccco1)C(=O)N1CCCCC1)c1cccs1,0.2,0,-0.2,-4,17,113,-3,-1,-1,6
Cc1nc2ccccc2c(=O)n1NC(=O)c1ccccc1[N+](=O)[O-],-0.4,1,0.2,15,-6,99,2,6,-11,5
COc1cc(-c2cc(-c3ccc(O)cc3)nc(N)c2C#N)ccc1O,-0.3,u,0.4,2,4,100,3,-46,-14,-2
COc1ccc(CNC(=O)c2cnn3c(C(F)F)cc(C)nc23)cc1OC,0.2,0,0.4,-2,7,95,2,-10,2,8
COC(=O)c1ccc(Cn2cnc3c(sc4nc(N5CCOCC5)c5c(c43)CCCC5)c2=O)o1,-0.1,5,-3.1,0,x,114,11,-14,2,1
O=Cc1sc(=O)n(Cc2cccc(C(=O)O)c2)c1Cl,0.0,1,-0.3,-3,-2,102,21,-7,-9,4
Cc1cc(C)c(NC(=O)c2ccc3c(c2)CCN3S(C)(=O)=O)c(C)c1,-0.3,3,1.5,6,6,100,5,21,14,-1
CN(C)/C=C(\C#N)C(=O)c1cccnc1Oc1cccc(F)c1,-0.2,2,-1.8,-3,21,97,-6,7,-15,1
Cn1c(=O)oc2cc(S(=O)(=O)NCCC(=O)NC3CCCc4ccccc43)ccc21 (configuration not stated),0.2,-3,-0.5,-1,-1,97,-4,6,-9,-5
CCc1ccc(N(CC)C(=O)c2cn(C)c(=O)c3ccccc23)cc1,-0.1,3,0.6,8,-2,97,8,18,1,-6

# An excerpt from above in order of the Exocytosis inh value, falling:
SMILES,aDG glyco up,Glyco luc inh,MC4R ag barr,Exocytosis inh,Vif imaging,ABCB6 inh MLPCN,ABHD5-PLIN5 inh,MC4R antag cAMP,NOD2-RIPK2 inh,TLR9-MyD88 inh
Cc1cc(C)c(NC(=O)c2ccc3c(c2)CCN3S(C)(=O)=O)c(C)c1,-0.3,3,1.5,6,6,100,5,21,14,-1
COC(=O)c1ccc(Cn2cnc3c(sc4nc(N5CCOCC5)c5c(c43)CCCC5)c2=O)o1,-0.1,5,-3.1,0,x,114,11,-14,2,1
CCCC(C)C(=O)Nc1ccc(C(N)=O)cc1 (configuration not stated),-0.3,1,0.8,-1,-5,92,-6,9,-1,-4

# Later entries
SMILES,aDG glyco up,Glyco luc inh,MC4R ag barr,Exocytosis inh,Vif imaging,ABCB6 inh MLPCN,ABHD5-PLIN5 inh,MC4R antag cAMP,NOD2-RIPK2 inh,TLR9-MyD88 inh
CN1/C(=C\C(=O)c2oc3ccccc3c2N)C(C)(C)c2ccccc21,-0.5,-2,-0.6,0,4,100,-6,9,2,-3
CC(=O)N1CC(C)Sc2ccc(S(=O)(=O)N3CCCCC3)cc21 (configuration not stated),0.0,-1,-0.3,-4,7,99,5,-4,-14,-3
O=C(O)C[C@H]1c2cc(F)ccc2S(=O)(=O)N1C1CCN(Cc2ccccc2)CC1,-0.2,1,-1.5,-8,-1,97,6,4,-3,15
COc1ccc(OC)c(C2NC(=O)NC(C)=C2C(=O)OC2CCCCC2)c1 (configuration not stated),-0.1,3,-0.4,-3,-1,91,0,-1,8,-3
CC1CCN(S(=O)(=O)c2ccc(C(=O)N3CCCC3C(=O)O)cc2)CC1 (configuration not stated),0.0,2,-1.7,2,x,100,11,9,-2,-8
CCN(CC)S(=O)(=O)c1ccc2c(c1)C(=NO)c1cc(S(=O)(=O)N(CC)CC)ccc1-2,-0.7,-12,-0.8,-2,-22,97,10,20,3,15
Cc1[nH]nc(SCC(=O)NCc2ccc(Cl)cc2)c1[N+](=O)[O-],-0.1,-1,1.0,-2,4,103,6,-8,-2,-9
CC(C)Oc1cccc(-c2cc(C(=O)NN3CCOCC3)c3ccccc3n2)c1,0.0,5,-3.8,-8,-8,82,-11,1,-5,4
CCOC(=O)c1nn(-c2ccccc2)c(=O)cc1SC(C)C,0.0,3,-1.7,0,6,98,1,-2,1,0

# 7 entries drawn at random from the list so far, as already listed:
SMILES,aDG glyco up,Glyco luc inh,MC4R ag barr,Exocytosis inh,Vif imaging,ABCB6 inh MLPCN,ABHD5-PLIN5 inh,MC4R antag cAMP,NOD2-RIPK2 inh,TLR9-MyD88 inh
Cc1[nH]nc(SCC(=O)NCc2ccc(Cl)cc2)c1[N+](=O)[O-],-0.1,-1,1.0,-2,4,103,6,-8,-2,-9
CN1/C(=C\C(=O)c2oc3ccccc3c2N)C(C)(C)c2ccccc21,-0.5,-2,-0.6,0,4,100,-6,9,2,-3
CCN(CC)S(=O)(=O)c1ccc2c(c1)C(=NO)c1cc(S(=O)(=O)N(CC)CC)ccc1-2,-0.7,-12,-0.8,-2,-22,97,10,20,3,15
COc1ccc(OC)c(C2NC(=O)NC(C)=C2C(=O)OC2CCCCC2)c1 (configuration not stated),-0.1,3,-0.4,-3,-1,91,0,-1,8,-3
O=C(O)C[C@H]1c2cc(F)ccc2S(=O)(=O)N1C1CCN(Cc2ccccc2)CC1,-0.2,1,-1.5,-8,-1,97,6,4,-3,15
CC1CCN(S(=O)(=O)c2ccc(C(=O)N3CCCC3C(=O)O)cc2)CC1 (configuration not stated),0.0,2,-1.7,2,x,100,11,9,-2,-8
CC(=O)N1CC(C)Sc2ccc(S(=O)(=O)N3CCCCC3)cc21 (configuration not stated),0.0,-1,-0.3,-4,7,99,5,-4,-14,-3
